From PubChem BioAssay
TEAD-YAP inh – TEAD-YAP interaction inhibition, primary screen, TEAD-YAP interaction inhibitor project, luminescence, HEK-TIYL cells; inhibition, % at 9.12 µM; 640,000 tested, 1.4% active; AID 1259422, 2018; TEAD-Gal4/YAP UAS-luciferase luminescence; in the data active = inhibition above about 32%;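 also: 0% = median of test compound wells and 100% = reference inhibitor wells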
GPR151 activ – activators of human GPR151, primary screen, cell-based, PathHunter beta-arrestin, luminescence; G-protein coupled receptor 151 (Homo sapiens), Q8TDV0; PathHunter beta-arrestin GPR151 cells; activation, % at 11.2 µM; 650,000 tested, 1% active; in the data active = activation above about 4.9%;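 also: 0% = median of compound wells and 100% = cells with positive control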
Target sequence (Q8TDV0 whole entry, looked up): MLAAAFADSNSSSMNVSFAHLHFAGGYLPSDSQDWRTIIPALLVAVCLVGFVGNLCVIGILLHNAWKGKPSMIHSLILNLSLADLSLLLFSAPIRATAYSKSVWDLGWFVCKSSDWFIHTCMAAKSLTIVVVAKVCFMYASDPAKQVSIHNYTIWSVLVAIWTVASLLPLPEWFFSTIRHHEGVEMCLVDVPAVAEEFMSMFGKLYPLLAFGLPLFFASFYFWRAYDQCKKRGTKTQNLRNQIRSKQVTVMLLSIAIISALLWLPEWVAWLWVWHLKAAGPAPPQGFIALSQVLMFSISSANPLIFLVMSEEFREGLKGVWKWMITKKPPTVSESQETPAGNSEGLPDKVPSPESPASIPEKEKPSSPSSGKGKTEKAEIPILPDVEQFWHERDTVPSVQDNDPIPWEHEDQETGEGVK
MITF primary – MITF inhibitors, primary screen, biochemical, AlphaScreen, human; AlphaScreen MITF homodimerization, bead proximity signal; inhibition, % at 2.6 µM; 650,000 tested, 0.91% active; AID 1259374, 2018; in the data active = inhibition above about 50%;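 also: 0% = vehicle wells with protein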
FBW7 activator – FBW7 E3 ligase activators, primary screen, biochemical, AlphaScreen, human; F-box/WD repeat-containing protein 7 (Homo sapiens), Q969H0; AlphaScreen FBW7–phospho-cyclin E peptide binding, activator screen; normalized activity (activation), % at 26.1 µM; 650,000 tested, 0.13% active; in the data active = normalized activity above about 1.9%;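 also: purified mutant Fbw7 with reduced substrate affinity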
Target sequence (Q969H0 whole entry, looked up): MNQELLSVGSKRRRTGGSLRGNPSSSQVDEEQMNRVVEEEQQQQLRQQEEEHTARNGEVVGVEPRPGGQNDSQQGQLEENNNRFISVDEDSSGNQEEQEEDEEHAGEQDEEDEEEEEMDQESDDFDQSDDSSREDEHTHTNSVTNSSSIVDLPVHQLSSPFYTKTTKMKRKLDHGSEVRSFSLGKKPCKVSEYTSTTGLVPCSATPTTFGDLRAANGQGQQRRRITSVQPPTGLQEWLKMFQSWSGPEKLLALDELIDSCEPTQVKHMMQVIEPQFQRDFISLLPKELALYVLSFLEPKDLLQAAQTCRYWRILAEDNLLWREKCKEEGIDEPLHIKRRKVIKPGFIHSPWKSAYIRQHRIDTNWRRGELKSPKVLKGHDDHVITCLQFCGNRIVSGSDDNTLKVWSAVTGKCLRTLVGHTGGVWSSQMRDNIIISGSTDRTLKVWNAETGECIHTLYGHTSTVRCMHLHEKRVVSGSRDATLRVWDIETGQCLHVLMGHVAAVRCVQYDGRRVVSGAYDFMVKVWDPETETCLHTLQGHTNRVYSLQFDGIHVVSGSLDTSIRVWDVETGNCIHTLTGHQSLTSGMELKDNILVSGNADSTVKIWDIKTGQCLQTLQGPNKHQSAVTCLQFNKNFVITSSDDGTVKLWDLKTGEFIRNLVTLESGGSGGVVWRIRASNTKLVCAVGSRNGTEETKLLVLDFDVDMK
Numbers without * were called inactive; & = joins results of further samples.

Start of the data: the first three records (preview)
item	SMILES	TEAD-YAP inh	GPR151 activ
1	CCOC(=O)C1=C(C)N=c2s/c(=C\c3cc(Br)cc(I)c3O)c(=O)n2C1c1ccc(N(C)C)cc1 (stereo not given)	-2	4.0
2	COC(=O)C1=C(C)NC2=C(C(=O)CCC2)C1c1ccc(Br)cc1 (stereo not given)	7&-4	2.5&-1.3
3	CCSCCOC(=O)C1=C(C)NC2=C(C(=O)CC(c3cccs3)C2)C1c1ccccc1Cl (stereo not given)	17	0.5

item	MITF primary	FBW7 activator
1	6	0.5
2	16&15	0.2&0.1
3	5	0.3

The whole of this part, from the first entry:
item	SMILES	TEAD-YAP inh	GPR151 activ
1	CCOC(=O)C1=C(C)N=c2s/c(=C\c3cc(Br)cc(I)c3O)c(=O)n2C1c1ccc(N(C)C)cc1 (stereo not given)	-2	4.0
2	COC(=O)C1=C(C)NC2=C(C(=O)CCC2)C1c1ccc(Br)cc1 (stereo not given)	7&-4	2.5&-1.3
3	CCSCCOC(=O)C1=C(C)NC2=C(C(=O)CC(c3cccs3)C2)C1c1ccccc1Cl (stereo not given)	17	0.5
4	O=C(NC1CCCC1)c1ccc(NCC2CCCO2)c([N+](=O)[O-])c1 (stereo not given)	-7	0.0
5	CC(C)(C)c1ccc(S(=O)(=O)NCc2cccs2)cc1	3	-1.7
6	O=c1[nH]c(=O)c2ccccc2c2ccccc12	-2	1.4
7	C=CCN(C(=O)c1ccccc1)c1ccc(OC)cc1	22	0.2
8	COc1ccc(NC(=O)CSc2nc3c(sc(=S)n3-c3cc(Cl)ccc3OC)c3nc4ccccc4n23)c(OC)c1	5	-0.1
9	CCC1C(c2ccccc2)=[N+]([O-])C(C)(c2cccc([N+](=O)[O-])c2)N1O (stereo not given)	9	1.1
10	O=S(=O)(c1ccc(-c2cn3ccccc3n2)cc1)N1CCOCC1	-25	-0.5

item	MITF primary	FBW7 activator
1	6	0.5
2	16&15	0.2&0.1
3	5	0.3
4	-5	0.0
5	-1	0.0
6	-5	-0.5
7	-23	0.0
8	-1	-0.3
9	17	0.0
10	-6	-0.1

In another format: entries from further up
(2) COC(=O)C1=C(C)NC2=C(C(=O)CCC2)C1c1ccc(Br)cc1 (stereo not given)
(10) O=S(=O)(c1ccc(-c2cn3ccccc3n2)cc1)N1CCOCC1

Screen / compound no.	2	10
TEAD-YAP inh	7&-4	-25
GPR151 activ	2.5&-1.3	-0.5
MITF primary	16&15	-6
FBW7 activator	0.2&0.1	-0.1

Later entries.
item	SMILES	TEAD-YAP inh	GPR151 activ
11	CCCn1c(=O)oc2cc(Cl)ccc21	3	-1.2
12	CC(=O)Nc1ccc(S(=O)(=O)NC(c2ccccc2)c2ccccc2)cc1	14	-2.3
13	O=C(CCCc1c[nH]c2ccccc12)NNC(=O)c1ccc(Br)cc1	-13	-0.6
14	COC(=O)c1ccccc1NC(=O)NNC(=O)c1ccoc1C	1	-0.9
15	C=CCOC(=O)/C(=C\c1cccc([N+](=O)[O-])c1)NC(=O)c1ccccc1Br	-5	-0.3
16	Cc1ccc(N(CN2C(=O)c3ccccc3C2=O)C(=O)C(F)(F)F)cc1	-4	0.9
17	COc1ccc(NC(=O)C(NC(=O)Cc2cccs2)c2ccc(OC)cc2)cc1 (stereo not given)	-5	-1.3
18	CC(=O)c1cccc(NC(=O)Nc2cccnc2)c1	33*	0.3
19	CCOc1ccc(-n2c(N)c3c(N)nc(N4CCOCC4)c(C#N)c3c(C#N)c2=S)cc1	-10	0.4
20	CCC(c1nnnn1C(C)(C)CC)N1CCN(C2CCCCC2)CC1 (stereo not given)	5	1.8

item	MITF primary	FBW7 activator
11	-8	0.1
12	21	0.3
13	-10	0.0
14	-16	-0.1
15	3	-0.1
16	-10	0.0
17	5	0.0
18	6	-0.2
19	1	0.6
20	5	0.1

Additional structures follow.
item	SMILES	TEAD-YAP inh	GPR151 activ
21	Cc1ccc(C)c(C(=O)COC(=O)c2cc(S(=O)(=O)N3CCOCC3)ccc2F)c1	6	1.7
22	CCOc1ccc(-c2nc(CSc3nnc(C)s3)cs2)cc1OC	-13	-0.7
23	N#CC1=C(N)C(C#N)(C#N)C(c2ccc(O)cc2)C2CCCC=C12 (stereo not given)	11	0.3
24	c1cncc(-c2nc3ccc(Oc4ccc5nc(-c6cccnc6)[nH]c5c4)cc3[nH]2)c1	-44	-1.2
25	CCOC(=O)c1ccc(NC(=O)NCc2ccccc2OC)cc1	-8	-0.7
26	COc1ccc(/C=C/C(=O)c2c(O)c3ccccc3oc2=O)c(OC)c1	6	1.3
27	CCOc1cc(C(=O)N2CCN(c3ccccc3)CC2)cc(OCC)c1OCC	-2	1.1
28	O=C1N/C(=C\c2ccc(OCc3ccc(F)cc3)cc2)C(=O)N1Cc1ccc(Cl)cc1	-3	4.9
29	Cc1noc(C)c1CN1C(=O)c2ccccc2S1(=O)=O	1	-1.0
30	COc1cccc(-c2ccc(SCC(=O)Nc3ccc4c(c3)OCCO4)nn2)c1	1	-11

item	MITF primary	FBW7 activator
21	-1	0.0
22	-2	0.4
23	-10	0.0
24	3	0.0
25	1	0.1
26	7	-0.1
27	-7	0.0
28	-4	-0.2
29	7	0.1
30	0	-0.2

Next section.
item	SMILES	TEAD-YAP inh	GPR151 activ
31	Cc1ccccc1OC(C)C(=O)N(Cc1nc(-c2ccccc2)no1)C(C)C (stereo not given)	-23	-0.4
32	COC(=O)C1C(O)=C(C(C)=Nc2ccccc2O)C(=O)CC1(C)C (stereo not given)	-1	-0.6
33	Cc1ccc(Nc2ncnc(N)c2[N+](=O)[O-])cc1	-1	1.2
34	S=C(NC1Cc2ccccc2C1)N1CCCCCC1	-20	2.8
35	Cc1cccc(N2C(=O)CC(Sc3ccccc3C(=O)O)C2=O)c1C (stereo not given)	-4	-1.0
36	CSc1ccc(C2Nc3ccccc3NC3=C2C(=O)CC(c2cccs2)C3)cc1 (stereo not given)	10	-0.8
37	CCOc1cc(C2C3=C(CC(C)(C)CC3=O)OC3=C2C(=O)CC(C)(C)C3)cc(Cl)c1O	-2	0.3
38	Cc1cc(C(=O)NCCO)ccc1[N+](=O)[O-]	1	0.9
39	Cc1ccc(OCc2nnc(NC(=O)c3ccco3)s2)cc1	4	0.4
40	COCc1cc(C)nc2sc3c(c12)NC(c1ccco1)N(c1ccccc1)C3=O (stereo not given)	1	1.6

item	MITF primary	FBW7 activator
31	3	-0.1
32	16	0.0
33	15	0.0
34	-3	0.0
35	-1	-0.2
36	2	0.2
37	-3	0.0
38	3	0.0
39	-7	0.2
40	7	0.8

Quoted at random: two compounds from above, in no set order.
item	SMILES	TEAD-YAP inh	GPR151 activ
36	CSc1ccc(C2Nc3ccccc3NC3=C2C(=O)CC(c2cccs2)C3)cc1 (stereo not given)	10	-0.8
31	Cc1ccccc1OC(C)C(=O)N(Cc1nc(-c2ccccc2)no1)C(C)C (stereo not given)	-23	-0.4

item	MITF primary	FBW7 activator
36	2	0.2
31	3	-0.1

Additional records
item	SMILES	TEAD-YAP inh	GPR151 activ
41	COc1ccc2c(c1)C(=O)c1ccccc1CO2	-43	-4.7
42	CCC(=O)N1CCc2cc(S(=O)(=O)CCC(=O)N3CCCCC3CC)ccc21 (stereo not given)	-9	-0.6
43	CCOC(=O)c1c(NC(=S)NC(=O)c2ccccc2)sc2c1CCCCC2	-7	-0.7
44	O=C1N[C@H](Cc2ccccc2)C(=O)N2CCN(C(=O)NC3CCCCC3)C[C@H]12	3	-1.4
45	O=C(N[C@H]1C[C@H]2C(=O)N[C@@H](Cc3ccc(Cl)cc3)C(=O)N2C1)c1cccc(Cl)c1	-3	-0.5
46	CC(C)c1ccc(-c2csc(NC(=O)C3C4CCC(O4)C3C(=O)O)n2)cc1 (stereo not given)	-32	-0.1
47	COc1cc(C2C3=C(CC(C)(C)CC3=O)OC3=C2C(=O)CC(C)(C)C3)cc(Cl)c1O	4	1.9
48	CC(C)OC(=O)CSc1nnc(Cc2ccccc2)n1C	-4	0.3
49	COc1ccc2nc(-c3ccc(NS(=O)(=O)c4ccc(F)c(C)c4)cc3)cn2n1	-15	-1.1
50	O=C(Nc1ccc(-c2nc3ccccc3s2)c(O)c1)c1cccc(Cl)c1	-4	-0.5

item	MITF primary	FBW7 activator
41	-21	-0.1
42	-9	0.3
43	2	-0.1
44	74*	-0.5
45	16	0.4
46	22	0.0
47	8	-0.1
48	27	0.0
49	-2	-0.1
50	2	-0.1

Additional structures:
item	SMILES	TEAD-YAP inh	GPR151 activ
51	CCN1CCN(C(=O)c2nn(-c3ccccc3OC)c(=O)c3ccccc23)CC1	-4	1.5
52	O=C(Nc1ccccc1-c1ccccc1NC(=O)c1ccc(S(=O)(=O)N2CCCC2)cc1)c1ccc(S(=O)(=O)N2CCCC2)cc1	13	3.2
53	Cc1cccn2c(=O)c3cc(C(=O)NC4CCCCC4C)n(C)c3nc12 (stereo not given)	-2	-0.7
54	C=CCn1c(CCC)nc2ccccc21	-9	-0.2
55	CCOC(=O)Cc1nc2ccc([N+](=O)[O-])cc2o1	-12	-1.6
56	Cc1cccc(NC(=O)C2CCCc3sc(NC(=O)c4ccccc4)nc32)c1C (stereo not given)	-7	-0.5
57	C=CCSc1nnc2c3ccccc3n(CCc3ccccc3)c2n1	41*	1.3
58	Cc1c(C=O)c2ccccc2n1CC(C)C	-3	1.5
59	Cc1ccc(-c2csc(NC(=O)/C=C/c3ccccc3)n2)cc1C	3	1.2
60	Fc1ccc(Cn2c(C3CCCO3)nc3ccccc32)cc1 (stereo not given)	-7	1.7

item	MITF primary	FBW7 activator
51	5	0.2
52	6	-0.1
53	-10	0.1
54	-17	-0.1
55	1	-0.1
56	19	0.0
57	10	0.0
58	10	0.8
59	4	0.2
60	13	0.1

Next entries:
item	SMILES	TEAD-YAP inh	GPR151 activ
61	COc1ccc(OCCn2c(C)c(/C=N/n3cnnc3)c3ccccc32)cc1	4	-1.2
62	CN1CCCN(Cc2c(Cl)cccc2Cl)CC1	4	1.7
63	O=C(c1cnc2scc(-c3ccccc3Cl)n2c1=O)N1CCCCC1	-9	0.3
64	Cc1cccc(NC(=O)CCC2CCN(C(=O)C3CC(C(C)C)=NO3)CC2)c1 (stereo not given)	-17	1.1
65	Cc1ccc(S(=O)(=O)N2C(=O)CCC2C(=O)NC2CCCC2)cc1 (stereo not given)	8	0.4
66	CCOC(=O)C1=C(C)N=c2s/c(=C\c3cc(OCC)c(OC)cc3Br)c(=O)n2C1c1ccccc1 (stereo not given)	3	0.4
67	CC1CCCC(NC(=O)CN(C)S(=O)(=O)c2cccc3cccnc23)C1C (stereo not given)	-4	-0.1
68	COc1ccc(-n2nnc3c(SCC(=O)Nc4ccc(NC(C)=O)cc4)ncnc32)cc1	9	-0.2
69	CCCCN(CCO)C(=O)C(c1ccccc1)c1ccccc1	9	-0.5
70	CCCOc1ccccc1OCCOCCN1CCN(C)CC1	-1	0.0

item	MITF primary	FBW7 activator
61	4	-0.2
62	63*	0.0
63	-4	0.4
64	-3	-0.1
65	-1	-0.1
66	-1	0.0
67	64*	0.7
68	4	-0.1
69	10	0.0
70	11	0.1

The results go on:
item	SMILES	TEAD-YAP inh	GPR151 activ
71	CCCOc1ccc(C(=O)Nc2cccc(-c3nc4ncccc4o3)c2)cc1	0	-0.1
72	CCc1cccc2c(/C=N/n3c(C)nnc3C)c[nH]c12	-6	0.6
73	O=C(CSc1ncccc1C(=O)O)Nc1cc(C(F)(F)F)ccc1Cl	1	0.0
74	CCCc1cc(=O)[nH]c(SCC(=O)Nc2ccc(OC)cc2[N+](=O)[O-])n1	5	0.7
75	COc1ccc(CN2CCN(c3ncccn3)CC2)c(OC)c1OC	-9	0.7
76	CCCNc1ncnc2c1nc(N1CCCC1CO)n2C(C)C (stereo not given)	-5	0.1
77	COc1ccc2c(c1)C(C)CC(C)(C)N2C(=O)CSc1nc2ccccc2s1 (stereo not given)	2	2.0
78	CCOc1ccc(/C(O)=C2/C(=O)C(=O)N(CCN(C)C)C2c2ccc(C(C)(C)C)cc2)c(C)c1 (stereo not given)	9	-0.8
79	Cc1ccc(-n2c(SCC(=O)NCc3ccco3)nnc2-c2cccnc2)c(C)c1	3	-0.5
80	O=[N+]([O-])c1ccc(Nc2cccc(O)c2)nc1	0	-0.2

item	MITF primary	FBW7 activator
71	69*	0.1
72	-3	-0.2
73	-4	-0.1
74	0	-0.1
75	29	0.0
76	19	0.3
77	6	0.0
78	2	-0.1
79	-22	0.5
80	4	0.0

Other entries follow.
item	SMILES	TEAD-YAP inh	GPR151 activ
81	O=C(Nc1c(F)cc(F)cc1Br)c1nn2cccnc2c1Cl	-22	0.7
82	Cc1ccc(C(=O)N/C(=C\c2ccccc2F)C(=O)N2CC3CC(C2)c2cccc(=O)n2C3)cc1C (stereo not given)	1	-1.2
83	O=C1N[C@@H](COCc2ccccc2)C(=O)N2CCN(Cc3cnn(-c4cccc(Cl)c4)c3)C[C@H]12	-17	-0.7
84	CCOc1cc(CN2CCCC(C(=O)N(CC)CC)C2)ccc1O (stereo not given)	-2	0.0
85	Cn1c(=O)n(C)c2cc(/C=N/n3cnnc3)ccc21	-5	0.6
86	CN1C(=O)C(=Cc2ccc(OCC(=O)O)cc2)C(=O)N(C)C1=O	-1	1.7
87	CCOC(=O)C1CCCN(Cc2nc3ccc(Cl)cn3c2Br)C1 (stereo not given)	1	0.3
88	Cc1nc(N2CCC(C)CC2)c2c(C)c(C)sc2n1	0	-0.2
89	CC(C)(C)NC(=O)/C(=C/c1ccc(Br)cc1)NC(=O)c1ccc([N+](=O)[O-])cc1	-5	0.0

item	MITF primary	FBW7 activator
81	-23	-0.1
82	1	-0.1
83	-21	0.2
84	45	0.1
85	12	0.0
86	13	0.1
87	1	-0.4
88	-3	-0.2
89	3	-0.2
